MT1-MMP act inh: blockers of MT1-MMP proenzyme processing, primary screen, HT1080 RFP-PRO-GFP cells, GFP/RFP fluorescence | actives 0.061% (n = 360,000) | GFP/RFP ratio fluorescence, overnight; percent of plate control window, DMSO zero | AID 651647, 2012 | GFP/RFP ratio change, % at 20 µM | Matrix metalloproteinase-14 (Homo sapiens), P50281;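 active means GFP/RFP ratio change of at least 30% with cell ATP level not reduced by more than half and red fluorescence within 50% of control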; further: strong numbers were not always called active
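Test system: HT1080 RFP-PRO-GFP cells; Benchmarks: DMSO and RFP-L50D-GFP cell wells; Timing: cells overnight before dosing, compound overnight, 37 °C, 5% CO2; Compound: one 20 µM compound dose with 1% DMSO; Read-out: GFP/RFP fluorescence ratio.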
Neddylation inh: inhibitors of cullin neddylation, primary screen, biochemical, TR-FRET, uHTS, NAE and Ubc12; calls only at 25 µM; NEDD8-conjugating enzyme Ubc12 (Homo sapiens) + NEDD8-activating enzyme E1 regulatory …; actives 0.58% (n = 360,000); AID 651699, 2012; in the data active means inhibition above about 36%
SKN-1 block: suppressors of acrylamide-induced Pgst-4::GFP reporter in worms, primary screen, SKN-1 inhibitor project, whole organism, uHTS, GFP/RFP fluorescence ratio, strain VP596; C. elegans VP596 Pgst-4::GFP/RFP ratio, 24 h; inhibition, % at 21.8 µM; actives 0.49% (n = 360,000); AID 624304, 2012;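 active means interference check ratio from 0.5 to 1.5 plus GFP to RFP signal ratio inhibition reaching or exceeding a fixed threshold, cut at about 30% in these data, passing the limit was not always enough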; further: some compounds called inactive have numbers as strong as hits
FAS TE block: FAS thioesterase domain inhibitors, primary screen, biochemical, fluorescence intensity, uHTS; AID 602261, 2012; inhibition, % at 15 µM; Fatty acid synthase (Homo sapiens), P49327; recombinant FAS-TE, OMFH fluorogenic substrate, fluorescence endpoint; actives 0.67% (n = 360,000);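 active means compounds whose normalised, plate-corrected inhibition of enzyme fluorescence in the single-dose primary screen is 50% or more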;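 further: 0% = DMSO with enzyme and 100% = substrate without enzyme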
Rin1-Abl PPI inh: inhibitors of Rin1-Abl protein binding, primary screen, biochemical, TR-FRET | inhibition, % at 7.35 µM | actives 0.4% (n = 360,000) | Tyrosine-protein kinase ABL1 (Homo sapiens) + Ras and Rab interactor 1 (Homo sapiens), …; in the data active means inhibition above about 5%, passing the limit was not always enough
NRP1-CendR mod: modulators of CendR peptide binding to NRP-1, primary screen, biochemical, fluorescence polarization, uHTS. actives 0.85% (n = 360,000). inhibition, % at 25 µM. FAM-RPARPAR peptide binding to NRP-1;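 active means inhibition or corrected inhibition above about 18%, plus a signal ratio from 0.5 to 1.5, limit read from the data, passing the limit was not always enough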; further: strong numbers were not always called active
PABP1 MLLE inh: inhibitors of PABP1 MLLE–PAM2 peptide binding, primary screen, biochemical, fluorescence polarization, FITC-PAM2, GST-MLLE; actives 0.36% (n = 360,000); inhibition, % at 20 µM; AID 588489, 2011; Polyadenylate-binding protein 1 (Homo sapiens), P11940; in the data active means inhibition above about 35%, passing the limit was not always enough;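 further: plate controls were DMSO wells with GST-MLLE for no effect and wells lacking GST-MLLE protein for full effect; some results filed as inactive read as strong as hits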
eLon inh: inhibitors of E. coli Lon protease, primary screen, biochemical, fluorescence polarization; purified E. coli Lon protease; actives 0.42% (n = 360,000); inhibition, % at 7.94 µM; P0A9M0; in the data active means inhibition above about 13%, passing the limit was not always enough;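 further: 0% = enzyme with probe and DMSO and 100% = no enzyme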
bovine MsrA act: bovine MsrA enzyme activators, primary screen, biochemical, absorbance, HTS; Methionine sulfoxide reductase A (Bos taurus); purified bovine MsrA, absorbance read-out; activation, % at 10.6 µM; actives 0.3% (n = 360,000); AID 602163, 2012; in the data active means activation above about 7.5%;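 further: 0% = vehicle and 100% = reference activator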
The depositor's hits bear a star; i = inactive; nt = not tested or not shown. An unsorted share of the library; overall some 4% were active at least once.

No.	structure	MT1-MMP act inh	Neddylation inh	SKN-1 block	FAS TE block	Rin1-Abl PPI inh	NRP1-CendR mod	PABP1 MLLE inh	eLon inh	bovine MsrA act
1	O=C1Nc2ccccc2/C1=N\N=C\C1=C(N2CCOCC2)C(=C\c2ccccc2)/CC1	9.8	i	16.9	14.6	2.2	-13.6	-17.4	-23.4	-0.7
2	N/C(Cc1ccc([N+](=O)[O-])cc1)=N\OC(=O)c1ccccc1Br	-0.8	i	13.5	14.0	-1.4	2.7	2.1	1.8	-2.9
3	Cc1ccc(C(=O)CSc2ccc(-c3ccccc3)nn2)cc1	0.5	i	7.3	22.1	-2.1	-8.2	13.8	-13.8	-1.6
4	CCN1C[C@@H]2[C@@H]3C(=O)N(Cc4ccccc4)C(=O)[C@@H]3[C@](Cc3ccccc3)(C1=O)N2C(=O)c1ccc(C(F)(F)F)cc1	-5.7	i	1.7	-6.7	1.0	0.7	1.1	9.9	0.6
5	COC(=O)c1cc(NC(=O)c2cc3ccccc3o2)cc(C(=O)OC)c1	-1.2	i	-0.7	18.2	-1.3	-7.5	-5.5	8.0	-8.9
6	Cc1ccc(N(CC(=O)NC2CCCCC2)C(=O)CCC(=O)Nc2nccs2)cc1	-7.0	i	-5.3	3.0	-3.9	-3.4	-2.3	-2.3	-1.4
7	COCCCNC(=O)C[C@@H]1C[C@@]2(C(=O)OC)CCCCC=C2N(Cc2ccccc2)C1=O	nt	i	-13.1	-13.3	nt	7.1	nt	-1.6	-10.8
8	COCc1nnc(NC(=O)c2sc3ccccc3c2Cl)s1	4.7	i	-2.2	-8.4	-5.9	-7.4	32.5	0.0	-3.7
9	Cc1ccc(-n2c(O)c(C=NCc3ccccn3)c3ccccc3c2=O)cc1	-1.1	i	4.4	-6.9	-3.3	6.0	-7.3	-2.1	3.9
10	Brc1ccc2ncnc(NCc3cccnc3)c2c1	nt	i	-11.1	1.3	-17.6	-5.5	-7.7	3.2	-11.6

2 of the compounds above, field by field.
1) O=C1Nc2ccccc2/C1=N\N=C\C1=C(N2CCOCC2)C(=C\c2ccccc2)/CC1
  MT1-MMP act inh: 9.8; Neddylation inh: i; SKN-1 block: 16.9; FAS TE block: 14.6; Rin1-Abl PPI inh: 2.2; NRP1-CendR mod: -13.6; PABP1 MLLE inh: -17.4; eLon inh: -23.4; bovine MsrA act: -0.7

2) N/C(Cc1ccc([N+](=O)[O-])cc1)=N\OC(=O)c1ccccc1Br
  MT1-MMP act inh: -0.8; Neddylation inh: i; SKN-1 block: 13.5; FAS TE block: 14.0; Rin1-Abl PPI inh: -1.4; NRP1-CendR mod: 2.7; PABP1 MLLE inh: 2.1; eLon inh: 1.8; bovine MsrA act: -2.9

Continuation:
No.	structure	MT1-MMP act inh	Neddylation inh	SKN-1 block	FAS TE block	Rin1-Abl PPI inh	NRP1-CendR mod	PABP1 MLLE inh	eLon inh	bovine MsrA act
11	CCCCNC(=O)c1ccc2c(OCC)n(CCCC)nc2c1	-0.1	nt	-22.0	-2.7	4.6	8.7	2.1	0.0	-3.3
12	CC1(C)CC(=O)C=C(C#CC2(O)CCCCC2)C1	0.6	i	10.8	-6.7	-4.6	3.8	-7.6	2.1	-0.6
13	CC/C(=C/c1ccccc1)c1cccc2[nH]c3c(OC)cccc3c12	-6.1	nt	9.0	34.8	2.4	1.2	-6.6	-10.8	-2.5
14	O=C(c1cnc(Cc2c[nH]c3ccccc23)c(I)c1)N1CCN(Cc2ccccc2)CC1	-4.6	i	-0.8	9.7	-1.6	-2.6	-6.2	4.7	0.2
15	O=C(CSc1nnc2ccc(-c3ccc(F)cc3)nn12)N1CCCC1	-2.4	i	-1.5	-3.2	-2.3	15.0	-19.1	-3.3	-2.0
16	Cc1cccnc1CCNC(=O)CC1C(=O)NCCN1CC1CCCCC1 (centres undefined)	5.0	i	3.8	-7.0	2.2	14.0	6.1	4.1	-14.2
17	COc1ccc(C)cc1NC(=O)CNc1ccc(C(C)=O)cc1	4.4	i	16.4	-2.2	-1.6	-3.4	-5.2	-5.8	-6.8
18	O=C(c1cccs1)N(c1ccc(F)cc1)C1C=CS(=O)(=O)C1 (centres undefined)	-1.4	i	2.4	-5.3	-1.0	4.1	-5.2	3.9	-2.7
19	NS(=O)(=O)c1ccc(NC(=O)COC(=O)c2cc3ccccc3oc2=O)cc1	0.7	i	10.0	-4.0	-6.2	12.5	-6.4	10.5	-1.3
20	CC(=O)Nc1ccc(Nc2nc(C(F)(F)F)nc3c2nnn3Cc2ccccc2Cl)cc1	-1.4	nt	13.6	26.4	-0.9	-2.3	12.7	0.2	-0.8

(listing goes on)
Below each compound: MT1-MMP act inh | Neddylation inh | SKN-1 block | FAS TE block | Rin1-Abl PPI inh | NRP1-CendR mod | PABP1 MLLE inh | eLon inh | bovine MsrA act
#21 O=C(CCCC(=O)N1CCN(c2ccccc2F)CC1)c1ccccc1
  1.4 | i | -2.0 | -1.6 | 2.3 | -2.8 | -10.5 | -1.0 | -5.8
#22 CC(=O)Nc1ccc(Nc2nc(C)nc3c2nnn3Cc2ccccc2Cl)cc1
  -0.4 | nt | -2.5 | 7.1 | -2.9 | -18.1 | -20.6 | 2.5 | -1.8
#23 Cc1cc(NC(=O)CCC(=O)N(CC(=O)NC2CCCC2)Cc2cccs2)no1
  -4.5 | i | 4.1 | -8.4 | -5.4 | 6.1 | 0.2 | 0.4 | -2.4
#24 CC(C)(C)OC(=O)N[C@@H](Cc1ccccc1)c1nnc(SCC(=O)O)o1
  -9.6 | i | 10.2 | -2.2 | 1.8 | 7.1 | -18.5 | -4.5 | -2.4
#25 O=C(Nc1ccc(F)c(F)c1)c1ccc(F)c(S(=O)(=O)N2CCC3(CC2)OCCO3)c1
  0.0 | i | -5.4 | 16.5 | -2.2 | 5.3 | -1.7 | -7.8 | 1.0
#26 C/C=C/c1ccc(OCC(O)CN2CCCCCCC2)c(OC)c1 (centres undefined)
  0.8 | i | -4.0 | -4.9 | -0.1 | -3.2 | -15.8 | -4.7 | -2.2
#27 CN1CCCN(C(=O)c2ccc(Cl)cc2)CC1
  -1.8 | i | -11.5 | -7.1 | -0.1 | -1.2 | 3.6 | -7.8 | -2.9
#28 COc1ccc(/C=N/NC(=O)c2ccc(Cl)c(S(N)(=O)=O)c2)cc1OCC(N)=O
  7.0 | i | 17.6 | -2.6 | -0.5 | -7.9 | -33.5 | -4.7 | -4.3
#29 CCCc1cc(=O)oc2cc(OCC(=O)NCCCn3ccnc3)c(Cl)cc12
  -1.6 | i | 14.7 | -0.5 | -3.3 | 13.1 | -18.1 | 4.2 | -1.5
#30 CCc1ccccc1NC(=O)NNC(=O)CCc1ccccc1
  -2.9 | i | -24.2 | 0.0 | 3.0 | 18.5 | 3.0 | 6.1 | -6.2
#31 CCOC(=O)c1cc(S(=O)(=O)NCc2ccco2)cn1C
  -1.0 | i | 4.2 | -3.3 | 0.5 | -1.8 | 4.0 | 5.5 | -5.3
#32 CCOc1ccccc1C1NC(=O)NC(C)=C1C(=O)OC1CCCC1C (centres undefined)
  -1.0 | i | -3.3 | 2.8 | 1.8 | -3.8 | 1.3 | 4.4 | 1.7
#33 CCn1ncc(Br)c1C(=O)Nc1ccccc1OC
  0.2 | i | -4.4 | 3.1 | -1.8 | 7.3 | 3.1 | -3.5 | -2.6
#34 CCOc1cc(/C=C2/N=C(c3ccc4c(c3)OCO4)OC2=O)ccc1OC(C)=O
  -2.4 | i | 3.1 | 17.6 | -1.5 | -10.8 | 15.8 | 2.0 | -2.7
#35 Cc1cc(C)nc(SCc2nnc(SCC(=O)OC3CCCCC3)o2)n1
  1.8 | i | 1.8 | -2.1 | -1.8 | 2.4 | 7.3 | -0.5 | 1.3
#36 Cn1c(SCC(=O)Nc2nnc(-c3ccccc3)o2)nnc1C1CC1
  1.6 | i | 3.5 | -10.5 | 4.6 | -7.4 | -1.8 | -3.0 | -6.4
#37 c1ccc(-c2ccccc2OCCN2CCCC2)cc1
  -5.1 | i | -9.1 | -2.5 | 2.4 | 8.5 | -6.9 | -5.3 | -3.0
#38 COc1cc(C(=O)N2CCSCC2)ccc1OC1CCN(C(C)=O)CC1
  -6.3 | i | -0.2 | -3.6 | -1.9 | -7.9 | 5.7 | 10.7 | -2.4
#39 CCOC(=O)N1CCC(c2nc3ccccc3[nH]2)CC1
  5.8 | i | -11.2 | -10.9 | -1.4 | 8.3 | -3.0 | 0.1 | -11.2
#40 C=CCC1(CC=C)CCCN1C(=O)C1CCC(=O)N(CCc2ccc(OC)cc2)C1 (centres undefined)
  -0.2 | i | 21.6 | 0.0 | -3.1 | -3.2 | -10.0 | 1.7 | 3.0
#41 Cn1c(/C(C#N)=C(\O)c2ccc(Cl)s2)nc2ccccc21
  0.5 | i | 6.2 | -0.2 | 1.3 | 7.3 | 4.1 | 4.6 | -0.8
#42 O=C(NC1CC2CCC1C2)c1ccco1 (centres undefined)
  4.3 | i | 5.0 | -8.7 | 1.8 | -5.7 | -8.1 | 0.5 | -9.5
#43 FC(F)(F)c1cnc(-c2cnc(-c3cccnc3)nc2)c(Cl)c1
  -1.0 | i | 13.8 | -2.7 | 0.4 | 3.3 | 4.6 | -4.6 | -2.1
#44 CCC1(C)Cc2c(sc3c2c(=O)n(C)c2nnc(SCc4ccccc4)n32)CO1 (centres undefined)
  4.0 | i | -15.4 | 5.8 | 2.1 | -3.1 | -16.7 | -0.1 | -7.0
#45 O=C1CCC(C(=O)OC(C(=O)c2c[nH]c3ccccc23)c2ccccc2)=NN1 (centres undefined)
  1.4 | i | 7.6 | -15.2 | 7.1 | 2.0 | 12.7 | -1.4 | -3.7
#46 COc1ccccc1N1CCN(C(c2cccs2)C(C)NC(=O)C(=O)N2CCOCC2)CC1 (centres undefined)
  -6.9 | i | 5.9 | 1.7 | -3.4 | -1.7 | -9.5 | 0.1 | -2.5
#47 COc1cccc(-c2cnc3c(NC=O)cc(-c4ccoc4)cn23)c1
  -10.1 | i | 3.4 | 18.5 | -2.2 | -45.3 | -45.1 | -16.9 | -10.2
#48 CCOC(=O)n1c(=O)oc2ccccc21
  -7.0 | i | 7.1 | -4.7 | 0.7 | 6.9 | 3.2 | 0.7 | -2.6
#49 Cc1cc(=O)n2c3ccccc3n(CC(O)CN3CCC(C)CC3)c2c1C#N (centres undefined)
  -3.5 | i | 11.9 | -11.7 | -3.3 | -9.3 | 1.4 | -4.2 | -6.0

3 entries already listed, ordered by the value under bovine MsrA act, highest first:
| cpd | canonical_smiles | MT1-MMP act inh | Neddylation inh | SKN-1 block | Rin1-Abl PPI inh | NRP1-CendR mod | PABP1 MLLE inh | eLon inh | bovine MsrA act |
| --- | --- | --- | --- | --- | --- | --- | --- | --- | --- |
| 25 | O=C(Nc1ccc(F)c(F)c1)c1ccc(F)c(S(=O)(=O)N2CCC3(CC2)OCCO3)c1 | 0.0 | i | -5.4 | -2.2 | 5.3 | -1.7 | -7.8 | 1.0 |
| 24 | CC(C)(C)OC(=O)N[C@@H](Cc1ccccc1)c1nnc(SCC(=O)O)o1 | -9.6 | i | 10.2 | 1.8 | 7.1 | -18.5 | -4.5 | -2.4 |
| 30 | CCc1ccccc1NC(=O)NNC(=O)CCc1ccccc1 | -2.9 | i | -24.2 | 3.0 | 18.5 | 3.0 | 6.1 | -6.2 |
